Assay outcomes as filed in PubChem.
TcdB inh: blocks C. difficile toxin B glycohydrolase activity. inhibition, % at 9.99 µM. P18177. TcdB glycohydrolase enzymatic assay, plate reader. actives 0.24% (n = 350,000); in the data active = inhibition above about 10%
Target sequence (P18177 whole entry, looked up): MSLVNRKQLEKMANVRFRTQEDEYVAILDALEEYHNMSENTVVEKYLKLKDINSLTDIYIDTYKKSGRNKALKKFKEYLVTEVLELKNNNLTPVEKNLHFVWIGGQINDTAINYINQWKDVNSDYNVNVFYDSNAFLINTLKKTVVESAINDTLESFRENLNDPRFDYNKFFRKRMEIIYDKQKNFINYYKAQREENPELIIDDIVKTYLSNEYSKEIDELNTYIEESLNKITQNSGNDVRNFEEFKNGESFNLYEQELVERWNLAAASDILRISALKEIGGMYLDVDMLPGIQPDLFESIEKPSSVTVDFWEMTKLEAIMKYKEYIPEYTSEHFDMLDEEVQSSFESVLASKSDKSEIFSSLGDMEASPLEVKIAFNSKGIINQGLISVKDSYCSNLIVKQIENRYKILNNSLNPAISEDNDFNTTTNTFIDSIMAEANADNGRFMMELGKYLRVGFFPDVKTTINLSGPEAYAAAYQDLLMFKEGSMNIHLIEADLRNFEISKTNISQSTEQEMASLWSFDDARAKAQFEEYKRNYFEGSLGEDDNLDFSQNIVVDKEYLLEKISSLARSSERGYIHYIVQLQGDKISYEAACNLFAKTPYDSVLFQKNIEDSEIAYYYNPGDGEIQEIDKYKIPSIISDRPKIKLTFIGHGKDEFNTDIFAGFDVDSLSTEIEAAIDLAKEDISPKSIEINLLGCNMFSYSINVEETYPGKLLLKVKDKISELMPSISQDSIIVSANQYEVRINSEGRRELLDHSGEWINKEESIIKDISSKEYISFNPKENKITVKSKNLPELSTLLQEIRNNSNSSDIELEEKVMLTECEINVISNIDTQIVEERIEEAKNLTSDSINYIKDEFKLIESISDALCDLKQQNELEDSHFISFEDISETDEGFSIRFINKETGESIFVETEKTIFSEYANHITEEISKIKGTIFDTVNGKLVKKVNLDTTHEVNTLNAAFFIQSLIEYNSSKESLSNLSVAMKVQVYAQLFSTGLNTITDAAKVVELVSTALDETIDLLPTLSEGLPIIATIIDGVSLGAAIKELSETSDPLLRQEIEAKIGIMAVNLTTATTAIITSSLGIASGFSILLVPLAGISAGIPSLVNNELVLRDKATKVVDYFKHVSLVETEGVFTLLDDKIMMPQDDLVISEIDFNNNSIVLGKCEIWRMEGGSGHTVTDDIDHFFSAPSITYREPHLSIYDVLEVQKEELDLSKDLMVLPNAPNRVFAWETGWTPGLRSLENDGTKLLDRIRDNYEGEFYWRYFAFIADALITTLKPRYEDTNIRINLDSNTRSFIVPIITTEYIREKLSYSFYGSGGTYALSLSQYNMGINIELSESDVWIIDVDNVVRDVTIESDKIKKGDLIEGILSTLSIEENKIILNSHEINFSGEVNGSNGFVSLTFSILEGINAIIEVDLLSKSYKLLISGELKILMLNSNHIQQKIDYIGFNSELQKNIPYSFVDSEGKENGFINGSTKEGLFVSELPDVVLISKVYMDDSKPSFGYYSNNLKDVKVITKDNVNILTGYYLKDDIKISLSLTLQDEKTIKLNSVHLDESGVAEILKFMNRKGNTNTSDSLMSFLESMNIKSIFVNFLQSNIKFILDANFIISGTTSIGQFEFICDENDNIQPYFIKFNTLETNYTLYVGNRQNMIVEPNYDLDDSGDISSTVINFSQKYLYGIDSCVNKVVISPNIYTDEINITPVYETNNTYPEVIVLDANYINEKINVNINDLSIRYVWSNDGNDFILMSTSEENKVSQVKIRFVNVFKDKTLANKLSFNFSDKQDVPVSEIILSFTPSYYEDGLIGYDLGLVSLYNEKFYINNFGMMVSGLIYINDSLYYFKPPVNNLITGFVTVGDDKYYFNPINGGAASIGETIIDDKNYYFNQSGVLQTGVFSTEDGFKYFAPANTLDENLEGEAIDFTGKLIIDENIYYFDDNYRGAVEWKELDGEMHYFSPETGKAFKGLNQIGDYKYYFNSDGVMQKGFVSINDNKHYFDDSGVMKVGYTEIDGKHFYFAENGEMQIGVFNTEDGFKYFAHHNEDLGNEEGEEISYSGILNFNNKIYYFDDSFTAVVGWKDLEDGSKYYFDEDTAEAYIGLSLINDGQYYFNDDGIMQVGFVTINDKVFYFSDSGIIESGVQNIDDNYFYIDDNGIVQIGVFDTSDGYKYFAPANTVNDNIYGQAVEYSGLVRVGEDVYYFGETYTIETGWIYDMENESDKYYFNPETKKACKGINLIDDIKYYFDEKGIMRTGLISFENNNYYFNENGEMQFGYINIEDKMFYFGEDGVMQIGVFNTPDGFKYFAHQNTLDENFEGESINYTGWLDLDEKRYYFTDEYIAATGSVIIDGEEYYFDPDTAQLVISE
Active calls of the source: *; & = joins results of further samples.

SMILES | TcdB inh
C[C@H]1CN([C@@H](C)CO)C(=O)Cc2cc(NC(=O)c3ccncc3)ccc2O[C@@H]1CN(C)Cc1ccc(Cl)c(Cl)c1 | 0.1
O=C(C[C@H]1CC[C@@H]2[C@H](COC[C@@H](O)CN2C(=O)Nc2ccc(Cl)c(Cl)c2)O1)NCc1ccc(F)cc1 | 0.4
C[C@@H]1CN([C@@H](C)CO)C(=O)c2cc(NC(=O)CCCN(C)C)ccc2O[C@@H](C)CCCCO[C@H]1CN(C)C(=O)Cc1ccccc1 | -2.1
Cc1cc(C(=O)Nc2cccc3c2O[C@H](CN(C)C)[C@H](C)CN([C@H](C)CO)C3=O)n(C)n1 | 1.0
O=C(NCC[C@H]1CC[C@H](NC(=O)c2ccccc2F)[C@H](CO)O1)c1cnccn1 | 0.7
CO[C@H](CN(C)Cc1cc(F)ccc1F)[C@H](C)CN(C(=O)Nc1ccc(C(F)(F)F)cc1)[C@H](C)CO | -0.2
C[C@H]1CN([C@@H](C)CO)C(=O)CCCn2cc(nn2)CO[C@@H]1CN(C)CC1CCCC1 | 0.9
O=C(NCC1CC1)[C@@H]1[C@@H](CO)[C@@H]2Cn3c(ccc(C4=CCCC4)c3=O)[C@@H]2N1Cc1ccccc1F | 0.2
COc1ccc(NC(=O)Nc2ccc3c(c2)C(=O)N([C@H](C)CO)C[C@H](C)[C@H](CN(C)C(=O)CCCN(C)C)OCCCC[C@H](C)O3)cc1 | 0.0
CC(C)NC(=O)Nc1ccc2c(c1)C(=O)N([C@H](C)CO)C[C@H](C)[C@@H](CN(C)Cc1ccc(Cl)c(Cl)c1)OCCCC[C@H](C)O2 | -0.2
O=C(c1cccnc1)N1C[C@@H]2[C@H](c3ccccc31)[C@H](CO)N2C(=O)Nc1ccccc1Cl | 0.0
O=C(O)C[C@@H]1C[C@H]2c3cc(NC(=O)NC4CCCCC4)ccc3O[C@H]2[C@@H](CO)O1 | -1.6
CC(C)c1cn(CC[C@@H]2CC[C@@H](NC(=O)c3cccc(F)c3)[C@@H](CO)O2)nn1 | -1.0
CN1CCN(C(=O)C[C@H]2CC[C@H]3[C@@H](COc4ccc(NC(=O)c5cscn5)cc4C(=O)N3C)O2)CC1 | 0.1
Cc1noc(C)c1NC(=O)N(C)C[C@@H]1OCCCC[C@H](C)Oc2ccc(NC(=O)c3ccncc3)cc2C(=O)N([C@@H](C)CO)C[C@H]1C | 0.1
O=C(C[C@@H]1C[C@@H]2c3cc(NC(=O)c4ccc5c(c4)OCO5)ccc3O[C@@H]2[C@H](CO)O1)NCc1ccccn1 | 2.5
C[C@@H]1CN([C@H](C)CO)C(=O)c2cc(C#Cc3ccncc3)cnc2O[C@H]1CN(C)S(=O)(=O)c1ccccc1F | 1.0
C/C=C/c1ccc([C@H]2[C@@H](CO)N(C(=O)C3CC3)[C@H]2CNC(=O)CN(C)C)cc1 | -0.6
C[C@H]1CN([C@@H](C)CO)C(=O)Cc2cc(NC(=O)Nc3ccc(F)cc3)ccc2O[C@@H]1CN(C)S(=O)(=O)c1ccc(Cl)cc1 | 0.1
CCC(=O)N1C[C@@H](C)[C@H](OC)CN(C)C(=O)c2ccc(NC(=O)C3CC3)cc2OC[C@@H]1C | 0.2
C[C@H](CO)N1C[C@H](C)[C@@H](CN(C)C(=O)Nc2cccc3ccccc23)Oc2ccc(NC(=O)NC3CCCCC3)cc2C1=O | -2.5
COc1cccc(S(=O)(=O)Nc2ccc3c(c2)C(=O)N(C)C[C@@H](OC)[C@H](C)CN(Cc2ccccc2F)[C@H](C)CO3)c1 | 0.3
C[C@H]1CN([C@@H](C)CO)C(=O)c2cccc(NC(=O)Nc3ccc(F)cc3)c2O[C@@H]1CN(C)CC1CCCCC1 | 0.0
O=C(C[C@@H]1C=C[C@H](NC(=O)C2CCC2)[C@@H](CO)O1)NCc1ccncc1 | 0.2
C[C@@H]1CCCCO[C@H](CN(C)C(=O)NC2CCCCC2)[C@H](C)CN([C@H](C)CO)C(=O)c2cc(NS(=O)(=O)c3cccs3)ccc2O1 | -0.1
O=C(C[C@H]1C[C@H]2c3cc(NC(=O)Nc4ccc(C(F)(F)F)cc4)ccc3O[C@H]2[C@@H](CO)O1)NCc1ccccn1 | 0.2
C[C@H]1CCCCO[C@@H](CN(C)C(=O)NC2CCCCC2)[C@@H](C)CN([C@@H](C)CO)C(=O)c2cc(NC(=O)CCC(F)(F)F)ccc2O1 | 0.5
COCC(=O)Nc1ccc2c(c1)OC[C@H](C)NC[C@H](C)[C@@H](OC)CN(C)C2=O | 0.1
CNC[C@H]1OCCCC[C@@H](C)Oc2ccc(NS(=O)(=O)c3cn(C)cn3)cc2C(=O)N([C@H](C)CO)C[C@@H]1C | -1.9
C[C@@H]1CN([C@@H](C)CO)C(=O)Cc2cc(NC(=O)CCC(F)(F)F)ccc2O[C@@H]1CN(C)Cc1ccc(-c2ccccc2)cc1 | 0.5
C=CCN1C(=O)[C@@]2(Cc3ccccc3)N=C(c3ccc(OCCCO)cc3)O[C@H]2c2ccccc21 | -1.2
COc1ccc2c3c(n(C)c2c1)[C@H](CO)N(C(=O)C1CC1)CC31CCN(CC2CCCC2)CC1 | 0.6
C[C@@H]1CN([C@H](C)CO)C(=O)Cc2cc(NS(=O)(=O)c3ccc(F)cc3)ccc2O[C@@H]1CN(C)S(C)(=O)=O | -0.3
O=C(C[C@H]1CC[C@H]2[C@@H](COC[C@@H](O)CN2Cc2cccc(F)c2)O1)NCC1CCCCC1 | 1.4
CO[C@@H]1CN(C)C(=O)c2cc(NC(=O)c3cc(C)on3)ccc2OC[C@@H](C)N(C(=O)C2CCC2)C[C@H]1C | 1.0
O=C(C[C@@H]1CC[C@H]2[C@@H](COC[C@H](O)CN2Cc2ccc(Cl)cc2)O1)NCc1cccc(F)c1 | 0.6
CC(C)C#Cc1ccc([C@@H]2[C@@H](CO)N3CCCCN(CC4CC4)C[C@H]23)cc1 | -0.8
CC(C)NC(=O)N1[C@H](CO)[C@H](c2ccc(C#CC3CCCCC3)cc2)[C@@H]1C#N | 0.4
O=C(C[C@H]1C[C@H]2c3cc(NS(=O)(=O)c4ccccc4)ccc3O[C@H]2[C@@H](CO)O1)N1CCCCC1 | 0.9
Cc1ccc(S(=O)(=O)N(C)C[C@H]2Oc3ccc(NC(=O)CCN4CCOCC4)cc3CC(=O)N([C@@H](C)CO)C[C@H]2C)cc1 | -0.6
CC=Cc1ccc2n(c1=O)C[C@@H]1[C@@H](CO)[C@H](C(=O)N3CCCCC3)N(Cc3ccccc3OC)[C@H]21 (mixture of isomers) | -2.6
C[C@@H]1CN([C@@H](C)CO)C(=O)c2cc(C#CC3(O)CCCC3)cnc2O[C@H]1CN(C)S(=O)(=O)c1cccc(F)c1 | 6.4
C[C@H](CO)N1C[C@H](C)[C@H](CN(C)S(=O)(=O)c2cccs2)Oc2ncc(-c3ccc(F)cc3)cc2C1=O | -0.8
C[C@@H]1CN([C@@H](C)CO)C(=O)c2cc(NS(=O)(=O)c3cn(C)cn3)ccc2O[C@@H](C)CCCCO[C@@H]1CN(C)C(=O)C1CCCCC1 | -0.8
CCC(=O)N1C[C@@H](C)[C@H](OC)CN(C)C(=O)c2cc(NS(C)(=O)=O)ccc2OC[C@H]1C | 0.6
CC(C)NC(=O)NCC[C@@H]1CC[C@@H](NS(=O)(=O)c2ccc(-c3ccccc3)cc2)[C@@H](CO)O1 | -0.6
COc1ccccc1-c1cnc2c(c1)C(=O)N([C@H](C)CO)C[C@@H](C)[C@@H](CN(C)C(=O)CN(C)C)O2 | -1.0
C[C@@H]1CN([C@@H](C)CO)C(=O)c2cc(-c3cncnc3)cnc2O[C@H]1CN(C)Cc1cncnc1 | 0.8
CO[C@@H]1CN(C)C(=O)c2ccc(NC(=O)c3ccccc3F)cc2OC[C@H](C)NC[C@@H]1C | 0.8
C[C@@H]1CN([C@@H](C)CO)C(=O)Cc2cc(NC(=O)CCCN(C)C)ccc2O[C@H]1CN(C)C(=O)Nc1ccccc1 | -0.9
Cc1ccc(S(=O)(=O)N(C)C[C@H]2OCCCC[C@@H](C)Oc3ccc(NC(=O)c4ccccc4)cc3C(=O)N([C@H](C)CO)C[C@@H]2C)cc1 | 1.1
Cc1ccc(CN(C)C[C@H]2OCc3cnnn3CCCC(=O)N([C@H](C)CO)C[C@H]2C)cc1 | 0.2
CCN(C[C@H]1[C@H](c2ccc(-c3cccnc3)cc2)[C@H](CO)N1C(C)=O)C(C)=O | 1.1
C[C@@H]1CCCCO[C@H](CN(C)C(=O)Nc2ccc3c(c2)OCO3)[C@@H](C)CN([C@H](C)CO)C(=O)c2cc(NC(=O)Nc3ccccc3)ccc2O1 | -0.8
C[C@@H]1CN([C@@H](C)CO)C(=O)c2cccc(NC(=O)c3nc4ccccc4s3)c2O[C@H]1CN(C)Cc1ccc(-c2ccccc2)cc1 | -0.5
Cc1ccc(S(=O)(=O)N(C)C[C@H]2Oc3ccc(NS(=O)(=O)c4ccccc4)cc3CC(=O)N([C@H](C)CO)C[C@H]2C)cc1 | -3.8
Cc1ccc(S(=O)(=O)Nc2ccc3c(c2)C(=O)N([C@@H](C)CO)C[C@@H](C)[C@H](CN(C)Cc2ccncc2)OCCCC[C@H](C)O3)cc1 | -1.2
Cc1noc(C)c1NC(=O)N(C)C[C@H]1Oc2ccc(NC(=O)Cc3ccccc3)cc2C(=O)N([C@@H](C)CO)C[C@H]1C | -0.3
COC(=O)C[C@H]1CC[C@H]2[C@H](COc3ccc(NC(=O)NC(C)C)cc3C(=O)N2C)O1 | -1.2
C[C@@H]1CCCCO[C@@H](CN(C)Cc2ccccc2)[C@@H](C)CN([C@H](C)CO)C(=O)c2cc(NC(=O)C3CCCCC3)ccc2O1 | 0.0
Carrying on.
SMILES | TcdB inh
C[C@H]1CCCCO[C@H](CN(C)C(=O)Nc2ccccc2)[C@@H](C)CN([C@@H](C)CO)C(=O)c2cc(N(C)C)ccc2O1 | -23
C[C@@H]1CCCCO[C@@H](CN(C)C(=O)Nc2cccc3ccccc23)[C@H](C)CN([C@H](C)CO)C(=O)c2cc(NC(=O)c3ccncc3)ccc2O1 | 0.1
O=C(C[C@H]1C=C[C@H](NC(=O)C2CCC2)[C@H](CO)O1)Nc1nccs1 | 0.8
OC[C@H]1[C@@H](c2ccc(-c3ccc(F)cc3)cc2)[C@@H]2CN(CCC(F)(F)F)CCCCN12 | 0.9
O=C(NC[C@@H]1CC[C@@H]2[C@@H](CN2S(=O)(=O)c2ccccc2[N+](=O)[O-])O1)C1CCCCC1 | 0.1
C[C@@H]1CN([C@@H](C)CO)C(=O)c2cc(/C=C/c3ccccc3)cnc2O[C@H]1CN(C)C(=O)c1ccncc1 | -1.0
O=C(C[C@@H]1C[C@@H]2c3cc(NS(=O)(=O)c4ccccc4)ccc3O[C@@H]2[C@@H](CO)O1)NCC1CC1 | 0.6
COCC#Cc1ccc([C@H]2[C@@H](CO)N3CCCCN(S(=O)(=O)c4cccc(OC)c4)C[C@@H]23)cc1 | -1.1
C[C@H]1CN([C@@H](C)CO)S(=O)(=O)c2ccc(/C=C/c3ccccc3)cc2O[C@@H]1CN(C)C | 1.1
Cc1noc(C)c1NC(=O)Nc1ccc2c(c1)CC(=O)N([C@H](C)CO)C[C@@H](C)[C@H](CN(C)Cc1ccc(Cl)c(Cl)c1)O2 | -0.1
CN(C)C(=O)c1cccc(-c2ccc(C3[C@H]4CNC[C@@H]3N4C(=O)Nc3ccccc3F)cc2)c1 (stereo partly specified) | 0.0&-0.3
C[C@H](CO)N1C[C@H](C)[C@H](CN(C)C)Oc2ccc(NC(=O)NC3CCCCC3)cc2C1=O | -8.8
CCCC(=O)N1CC2(CN(Cc3cccnc3)C2)c2c([nH]c3cc(OC)ccc23)[C@@H]1CO | 0.0
Cc1noc(C)c1NC(=O)Nc1ccc2c(c1)C(=O)N([C@@H](C)CO)C[C@H](C)[C@@H](CN(C)S(=O)(=O)c1c(C)noc1C)OCCCC[C@@H](C)O2 | 1.2
Cc1noc(C)c1S(=O)(=O)Nc1ccc2c(c1)C(=O)N([C@@H](C)CO)C[C@H](C)[C@H](CN(C)C(=O)CCC(F)(F)F)OCCCC[C@@H](C)O2 | -2.2
COc1ccc(S(=O)(=O)N2CC[C@H]3[C@H](CO)Nc4ccc(C#Cc5cccnc5)cc4[C@H]32)cc1 | -0.3
CCCNC(=O)Nc1ccc2c(c1)OC[C@H](C)NC[C@@H](C)[C@@H](OC)CN(C)C2=O | -0.5
CO[C@@H](CN(C)C(=O)c1ccc2c(c1)OCO2)[C@@H](C)CN([C@@H](C)CO)S(=O)(=O)c1ccc(F)cc1 | 0.1
COc1ccc(S(=O)(=O)N(C)C[C@H]2Oc3ccc(NC(=O)Cn4cnnn4)cc3CC(=O)N([C@H](C)CO)C[C@@H]2C)cc1 | -2.3

Reprinted from the entries so far, 11 compounds:
SMILES | TcdB inh
C[C@H]1CCCCO[C@H](CN(C)C(=O)Nc2ccccc2)[C@@H](C)CN([C@@H](C)CO)C(=O)c2cc(N(C)C)ccc2O1 | -23
C[C@@H]1CCCCO[C@@H](CN(C)C(=O)Nc2cccc3ccccc23)[C@H](C)CN([C@H](C)CO)C(=O)c2cc(NC(=O)c3ccncc3)ccc2O1 | 0.1
O=C(C[C@H]1C=C[C@H](NC(=O)C2CCC2)[C@H](CO)O1)Nc1nccs1 | 0.8
OC[C@H]1[C@@H](c2ccc(-c3ccc(F)cc3)cc2)[C@@H]2CN(CCC(F)(F)F)CCCCN12 | 0.9
O=C(NC[C@@H]1CC[C@@H]2[C@@H](CN2S(=O)(=O)c2ccccc2[N+](=O)[O-])O1)C1CCCCC1 | 0.1
C[C@@H]1CN([C@@H](C)CO)C(=O)c2cc(/C=C/c3ccccc3)cnc2O[C@H]1CN(C)C(=O)c1ccncc1 | -1.0
O=C(C[C@@H]1C[C@@H]2c3cc(NS(=O)(=O)c4ccccc4)ccc3O[C@@H]2[C@@H](CO)O1)NCC1CC1 | 0.6
COCC#Cc1ccc([C@H]2[C@@H](CO)N3CCCCN(S(=O)(=O)c4cccc(OC)c4)C[C@@H]23)cc1 | -1.1
C[C@H]1CN([C@@H](C)CO)S(=O)(=O)c2ccc(/C=C/c3ccccc3)cc2O[C@@H]1CN(C)C | 1.1
Cc1noc(C)c1NC(=O)Nc1ccc2c(c1)CC(=O)N([C@H](C)CO)C[C@@H](C)[C@H](CN(C)Cc1ccc(Cl)c(Cl)c1)O2 | -0.1
CN(C)C(=O)c1cccc(-c2ccc(C3[C@H]4CNC[C@@H]3N4C(=O)Nc3ccccc3F)cc2)c1 (stereo partly specified) | 0.0&-0.3

Some of the compounds tested; count on the stated rates, not on these rows.
